NS3 helicase inh = inhibitors of Hepatitis C virus NS3 helicase; NS3 helicase DNA unwinding, Cy5 molecular beacon fluorescence; inhibition, % at 10.9 µM; 290,000 compounds, 0.56% hits; AID 1800;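 active means inhibition above the mean of all tested compounds plus 3 SD, set per campaign, cut at about 35% in these data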;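 further: 0% = DMSO wells and 100% = thioflavine S control wells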
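System: NS3 helicase fragment of HCV / Schedule: 1 h at 25 °C / Control set: DMSO alone as 0% and 110 µM thioflavine S as 100% / Reagent: Cy5/quencher beacon DNA duplex and ATP to start / Technique: Cy5 fluorescence / Replication: singlicate / Evaluation: % inhibition of end-to-start signal ratio versus controls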
FID counter = counter-screen for HCV NS3 helicase inhibitors: DNA intercalator displacement | DNA fluorescent intercalator displacement, fluorescence | inhibition, % at 7.9 µM | 290,000 compounds, 0.17% hits; in the data active means inhibition above about 37%;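 further: 0% = vehicle and 100% = reference compound; higher means more ethidium bromide displaced from hairpin DNA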
VIM-2 inhibitor = blocks Pseudomonas aeruginosa VIM-2 metallo-beta-lactamase | purified VIM-2, nitrocefin hydrolysis, epi-absorbance fluorescence | inhibition, % at 5.6 µM | 290,000 compounds, 0.89% hits | AID 1527;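 active means inhibition above the mean of all tested compounds plus 3 SD, cutoff set per screening run, cut at about 7.5% in these data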;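 further: red hydrolysis product quenches plate fluorescence so inhibitors raise well fluorescence; 0% = enzyme with DMSO and 100% = DMSO without enzyme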
IDE act = boosts human insulin-degrading enzyme activity in HEK cells. FAbeta-B cleavage, fluorescence polarization; 0% vehicle, 100% cell-free pure enzyme wells. 340,000 compounds, 0.073% hits. P14735. activation, % at 5.96 µM;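 active means activation above the mean of all tested compounds plus 3 SD, set per screening campaign, cut at about 17% in these data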
IMP-1 inh = inhibitors of Pseudomonas aeruginosa IMP-1 metallo-beta-lactamase. AID 1556. purified IMP-1, nitrocefin hydrolysis, epi-absorbance fluorescence. inhibition, % at 5.6 µM. 290,000 compounds, 0.45% hits;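 active means inhibition above the mean plus 3 SD of all compounds in the same screening run, cut at about 4.5% in these data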;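 further: 0% = IMP-1 with DMSO and 100% = DMSO wells lacking enzyme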
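System – purified recombinant IMP-1 beta-lactamase · Input – IMP-1 dispensed at 0.2 nM · Timing – 15 min preincubation plus 25 min reaction at 25 °C · Signal – Epi-absorbance fluorescence, 480 nm excitation, 530 nm emission · Measure – percent IMP-1 inhibition derived from blank-referenced optical density · Controls – Enzyme-plus-DMSO low control, enzyme-free DMSO high control · Replication – singlicate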
p-CIP stab down = p/CIP protein destabilization; AID 1984; 290,000 compounds, 0.01% hits; Q05BA5; F442A p/CIP-EGFP cells, EGFP fluorescence, 16 h; decrease of EGFP signal, % at 10 µM;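 active means EGFP signal decrease of at least 30% at 10 µM or well 3 SD below plate mean, unless failing retest; inactive means the rest, including hits failing retest or dose response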; further: some compounds called inactive have numbers as strong as hits; many of its hits are not listed in these tables
UBC9 SUMO inh = inhibitors of human SUMOylation (UBC9); 290,000 compounds, 0.36% hits; P63279; inhibition, % at 35 µM; HTRF SUMOylation assay, SAE1/SAE2 + UBC9, in vitro; AID 2006; in the data active means inhibition above about 50%, passing the limit was not always enough; further: strong numbers were not always called active
Target sequence (P63279 whole entry, looked up): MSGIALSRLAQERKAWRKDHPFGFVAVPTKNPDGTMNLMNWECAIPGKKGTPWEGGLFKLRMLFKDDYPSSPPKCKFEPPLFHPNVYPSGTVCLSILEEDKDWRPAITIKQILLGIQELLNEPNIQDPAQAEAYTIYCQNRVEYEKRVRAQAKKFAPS
IDE cell inh = inhibits human insulin-degrading enzyme in HEK cells; inhibition, % at 5.59 µM; FAbetaB cleavage, fluorescence polarization; P14735; 320,000 compounds, 0.41% hits; AID 434962;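 active means percent inhibition above the average of all tested compounds plus 3 SD, set per screening campaign, cut at about 16% in these data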;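 further: IDE supplied by intact live HEK cells; FP after avidin binding of uncleaved biotin substrate so inhibition keeps polarization high; 0% = DMSO wells and 100% = 60 µM reference IDE inhibitor Ii1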
M18AAP inhibitor = PfM18AAP enzyme inhibition; AID 1822; inhibition, % at 7.35 µM; recombinant PfM18AAP, H-Glu-NHMec fluorogenic cleavage; 290,000 compounds, 1.2% hits;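 active means inhibition above the campaign mean inhibition over all tested compounds plus 3 SD, cut at about 28% in these data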;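 further: 0% = plate median of test compound wells and 100% = 2 mM ZnCl2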
* = called active by the depositor; . = no result given.

Results follow in this order: NS3 helicase inh	FID counter	VIM-2 inhibitor	IDE act	IMP-1 inh	p-CIP stab down	UBC9 SUMO inh	IDE cell inh	M18AAP inhibitor
#1 CC(C)Nc1nc(NC(C)C)nc(N(C)C(N)=O)n1
    4	-8	-4.0	0	-0.9	-2	-6	7	-3
#2 COc1ccccc1-c1c(C)nn2c(N3CCC(C(N)=O)CC3)cc(C)nc12
    -1	-16	-1.4	0	-2.8	0	2	3	-4
#3 CSc1ccccc1C(=O)NCCOc1cccc(C)c1
    -1	-11	-1.8	0	-2.2	-7	-10	2	7
#4 O=C(NCc1ccccc1Cl)c1ccc2nc[nH]c2c1
    -5	1	-5.3	1	-1.6	0	-4	6	2
#5 COc1ccc(C)cc1Nc1ccc(C(=O)O)cc1[N+](=O)[O-]
    5	-2	-1.5	4	-3.2	-2	12	2	6
#6 O=C(NC(=S)N1CCc2ccccc21)c1ccccc1Br
    -4	-4	-5.0	1	-3.8	1	-3	-4	7
#7 COc1ccc(C2OC(=O)CC2C(=O)NC(C)C)cc1 (stereo unspecified)
    1	-1	-1.5	0	-0.2	-10	8	-1	4
#8 Cc1ccc(S(=O)(=O)n2nc(OC(=O)c3c(-c4ccccc4Cl)noc3C)cc2N)cc1
    -10	-7	2.8	1	-2.2	6	-14	0	4
#9 Cc1ccc(N(CC(=O)Nc2ccccc2C(=O)N2CCOCC2)S(C)(=O)=O)cc1
    13	-15	-0.1	2	1.2	-27	-21	0	10
#10 COc1ccc(CCNC(=O)CSCc2ccc(Cl)cc2)cc1OC
    -14	-17	-2.7	6	-2.9	-19	4	7	0
#11 COc1cc(NC(=O)COC(=O)c2cnc(C)cn2)c(C)cc1[N+](=O)[O-]
    -4	5	-3.3	4	-2.1	2	7	-1	4
#12 C#CCOCCOCCOCCNc1nc(N2CCOCC2)nc(N2CCN(C(=O)[C@H](CCC(=O)O)n3cc(C(N)Cc4ccc(O)cc4)nn3)CC2)n1 (stereo partly specified)
    3	-35	-0.2	3	-2.2	-6	15	6	-7
#13 CC1=NN(C(=O)c2ccc(Cl)cc2)C(O)(c2ccccc2)C1 (stereo unspecified)
    0	-9	-2.0	9	-0.1	-16	8	1	5
#14 CCCCCOc1ccc(C(=O)CCN2CCOCC2)cc1
    -16	-1	-0.3	-1	-3.3	-14	23	-5	-15
#15 CCN(CC(=O)NCc1ccc(Cl)cc1)C(=O)/C=C/c1cccs1
    -7	-16	-1.8	10	-3.2	13	-20	-4	2
#16 COC(=O)Cn1cc(/C=N/NC(=O)c2ccc(C#N)cc2F)c2ccccc21
    -1	-7	-2.4	4	0.2	10	15	6	1
#17 COc1ccc(C2=NC(c3ccccc3)CO2)cc1 (stereo unspecified)
    -11	4	-0.6	.	0.2	1	-7	1	4
#18 O=C(C1CC(=O)N(C2CCCCC2)C1)N1CCN(c2cccc(C(F)(F)F)c2)CC1 (stereo unspecified)
    -3	-39	-1.9	-3	-1.1	-14	-5	-2	5
#19 CCC1Sc2ccc(S(=O)(=O)CCC(=O)Nc3ccccc3Cl)cc2NC1=O (stereo unspecified)
    -3	-24	0.1	3	-2.2	-3	.	-2	2
#20 O=C(CSc1ccc(-c2ccccn2)nn1)NCc1ccc(F)cc1
    6	-6	-3.4	4	-4.6	20	-2	-5	9
#21 CCCc1n[nH]c2c1C(=O)CC(C)(C)C2
    2	-3	-1.4	0	-3.1	-12	28	-4	-5
#22 O=C(NCc1ccc2c(c1)OCO2)c1cccc2c1C(=O)N(C1CCCCC1)C2
    -3	1	-2.1	3	-2.8	-12	8	1	-2
#23 COc1ccc(CC(=O)Nc2cccc(-c3csc(C)n3)c2)cc1
    1	-20	-2.2	-2	-0.3	-4	5	6	8
#24 C=CCn1c(CCSCc2ccccc2)n[nH]c1=S
    4	-8	-1.9	-1	-2.4	9	-2	2	21
#25 O=C(NC1CC1)c1cc2c(F)cccc2s1
    7	-1	-4.5	2	-2.7	-4	12	2	-3
#26 CCOC(=O)c1[nH]ncc1CN1CCC(Cc2ccccc2)(C(=O)OCC)CC1
    -3	-4	-2.2	-2	-2.0	-17	-3	-2	1
#27 S=C(Nc1ccccc1)N1CCN(c2ccc(N3CCOCC3)nn2)CC1
    1	9	-1.0	5	-1.0	0	17	2	4
#28 COc1ccc(/C=C2\C(=N)N3N=C(CC(=O)N4CCCCC4)SC3=NC2=O)cc1
    4	-37	2.4	0	-2.5	-1	10	2	2
#29 c1ccc(CSCc2cn3ccsc3n2)cc1
    6	-4	1.7	2	-2.6	-6	18	2	-10
#30 O=C(c1ccc(-c2ccccc2)cc1)N1CCN(C(=O)c2ccco2)CC1
    0	-26	-1.5	1	-1.3	-4	4	5	-3
#31 COc1ccc(NC(=O)CS(=O)CC(=O)Nc2cc(Cl)ccc2OC)cc1 (stereo unspecified)
    -7	0	0.0	5	0.8	-3	-4	2	-1
#32 CCCCN=Cc1sc2ccc(OCC)cc2c1O
    -5	-5	2.3	1	-4.1	1	-3	3	16
#33 CC(C)c1nc2c(c(=O)n(C)c(=O)n2C)n1C
    -4	0	-1.0	-1	-2.6	-3	20	0	2
#34 O=C1CCC([N+](=O)[O-])C(c2ccc(Cl)cc2)N1 (stereo unspecified)
    7	0	-1.6	-3	0.7	0	23	3	-2
#35 Cc1cc(/C=C2\SC(=S)NC2=O)c(C)[nH]1
    26	-2	-0.5	-3	-2.4	-6	69	8	10
#36 O=C(COC(=O)C1COc2ccccc2O1)NC(=O)NC1CCCC1 (stereo unspecified)
    -2	2	-1.5	1	-4.6	-2	4	-3	0
#37 C=CCc1ccccc1OCC(O)CN1CCN(c2ccc(C)cc2)CC1 (stereo unspecified)
    -63	10	-5.2	0	-3.2	-10	11	5	-6
#38 O=C(NN1C(=O)C2C3CCC(O3)C2C1=O)c1ccco1 (stereo unspecified)
    0	-1	-3.8	9	-0.9	1	4	8	-1
#39 O=C(CSC(=S)N1CCOCC1)Nc1nccs1
    -3	-3	-1.7	3	-3.8	-9	14	4	0
#40 Cc1c(Nc2cc(N3CCOCC3)c3nonc3c2[N+](=O)[O-])c(=O)n(-c2ccccc2)n1C
    -4	-3	2.2	.	0.0	-4	-5	2	-2
#41 CCOc1ccccc1CNC(=O)c1cc2oc3ccccc3c2n1CC
    -2	-13	0.3	0	-0.4	-2	-9	1	9
#42 COc1cc([N+](=O)[O-])ccc1NC(=O)NNC(=O)c1sccc1C
    9	4	-2.4	2	-1.5	-14	3	1	53*
#43 Cc1ccccc1OCC(=O)N(CC(C)C)c1c(N)n(CC(C)C)c(=O)[nH]c1=O
    13	-1	-1.8	4	-2.8	-16	15	-6	-11
#44 Cc1cccc(N=C2NN=C(c3ccccc3F)CS2)c1C
    3	-11	-3.4	-2	-2.4	-9	-2	-6	-8
#45 CCCC(=O)Nc1ccc(C(=O)/C=C/c2ccc(SC)cc2)cc1
    -10	-9	-1.6	-3	-1.1	9	10	6	5

Structural class: the entries above containing a COOH group.
Results follow in this order: NS3 helicase inh	FID counter	VIM-2 inhibitor	IDE act	IMP-1 inh	p-CIP stab down	UBC9 SUMO inh	IDE cell inh	M18AAP inhibitor
#5 COc1ccc(C)cc1Nc1ccc(C(=O)O)cc1[N+](=O)[O-]
    5	-2	-1.5	4	-3.2	-2	12	2	6
#12 C#CCOCCOCCOCCNc1nc(N2CCOCC2)nc(N2CCN(C(=O)[C@H](CCC(=O)O)n3cc(C(N)Cc4ccc(O)cc4)nn3)CC2)n1 (stereo partly specified)
    3	-35	-0.2	3	-2.2	-6	15	6	-7

(list continues)
Results follow in this order: NS3 helicase inh	FID counter	VIM-2 inhibitor	IDE act	IMP-1 inh	p-CIP stab down	UBC9 SUMO inh	IDE cell inh	M18AAP inhibitor
#46 Cc1ccc(NC(=O)CC2C(=O)NC3CCCCC3N2C(=O)c2ccc(F)cc2)cc1C (stereo unspecified)
    -5	-29	-3.5	4	-3.0	25	-19	-2	3
#47 CCOc1ccc(NC(=S)N2CCCN(Cc3cccc(Cl)c3)C2)cc1
    -29	0	-2.5	1	-2.1	4	-18	-2	-12
#48 COc1cc(C(=O)N2CCSCC2)ccc1OC1CCN(C(C)=O)CC1
    15	-6	0.1	-1	-1.1	2	14	3	0
#49 COc1cccc(CN2CCNC(=O)C2CC(=O)NCc2cn3ccc(C)cc3n2)c1OC (stereo unspecified)
    6	-11	-2.9	4	-4.9	-1	8	-2	4
#50 CCNC(=S)NNc1nncc2ccccc12
    3	2	-3.5	0	-5.0	-8	3	1	36*
#51 CS(=O)(=O)N1CCCC(C(=O)NCCN2CCC(Cc3ccccc3)CC2)C1 (stereo unspecified)
    -7	7	-1.7	-4	-2.0	6	-3	9	0
#52 COc1ccccc1CNC(=O)CN(c1ccc(C)cc1)S(=O)(=O)c1c(C)n[nH]c1C
    -7	-28	-0.9	3	-2.9	3	3	1	-3
#53 CCOC(=O)c1c(-c2ccc(F)cc2)csc1NC(=O)CN1C(=O)NC2(CCCCC2C)C1=O (stereo unspecified)
    8	-7	1.3	3	2.1	7	-26	-9	-6
#54 Cc1ccc(NNC(=O)c2ccno2)cc1C
    3	-2	1.5	7	-0.5	-12	9	8	20
#55 COc1ccc2nc(NNC(=O)c3cc(=O)c4ccccc4o3)sc2c1
    -9	0	-3.0	-3	-3.4	2	-42	2	9
#56 CSc1ccccc1C(=O)Nc1cccc(C(C)=O)c1
    -1	3	-2.4	-3	-2.1	-11	-8	-1	1
#57 Cn1c(C(=O)NCCN2CCOCC2)cc2sccc21
    -3	5	1.9	8	-0.5	-2	29	4	6
#58 CCn1cc(C(=O)N[C@@H](CC(C)C)C(=O)NCCCn2ccnc2)c(=O)c2cc3c(cc21)OCO3
    4	17	0.5	-3	-3.0	-5	14	2	-5

Bioassay records from PubChem BioAssay.
